High-throughput results as filed in PubChem.
FUS suppressor: suppressors of FUS proteinopathy in yeast; S. cerevisiae FUS-expressing, growth rescue, OD600, 24 h; Potency, µM (highest dose often 76.6 µM), inactives show at the top dose growth rescue (activation), actives largely listed as activators; hit rate 0.24% among 390,000;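 further: potency means the concentration at half of the fitted maximal effect; plate controls were DMSO vehicle for no effect and reference control for full effect; nearly all actives have a fitted effect of over 55% in size; some results filed as inactive show a strong effect at the top dose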
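Absorbance at 600 nm, taken 24hr after compound addition, measured rescue of FUS-yeast growth at 30C. Induction used 2% galactose with seeding at OD 0.005. Controls: CP55940 from 92uM final, DMSO only.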
GLP-1R inv ag: inverse agonists of human GLP-1 receptor; Potency, µM (doses to about 38.3 µM), without a hit: top-dose activity change, negative = inhibition, actives largely listed as inhibitors; HEK293 GLP-1R CRE-luciferase, luminescence, 24 h; GLP-1R form is constitutively active; hit rate 1.6% among 410,000; AID 624417; P43220; further: potency means the concentration at half of the fitted maximal effect; on the % scale 0 is the no-effect control and ±100 the full control effect; nearly all actives have a fitted effect of over 55% in size
Target sequence (P43220 whole entry, looked up): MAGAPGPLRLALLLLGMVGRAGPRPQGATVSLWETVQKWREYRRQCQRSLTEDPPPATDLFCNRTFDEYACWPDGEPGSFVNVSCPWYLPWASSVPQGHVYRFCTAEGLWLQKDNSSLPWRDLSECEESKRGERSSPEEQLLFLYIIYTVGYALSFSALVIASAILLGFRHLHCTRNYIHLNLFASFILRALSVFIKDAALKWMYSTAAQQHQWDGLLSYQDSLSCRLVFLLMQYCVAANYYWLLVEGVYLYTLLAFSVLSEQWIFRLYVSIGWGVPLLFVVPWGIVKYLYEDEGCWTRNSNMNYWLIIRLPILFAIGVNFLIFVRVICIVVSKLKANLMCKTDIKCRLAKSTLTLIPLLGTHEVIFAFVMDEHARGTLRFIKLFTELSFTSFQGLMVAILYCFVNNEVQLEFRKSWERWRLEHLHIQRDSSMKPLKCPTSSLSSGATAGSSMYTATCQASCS
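Inverse agonism was detected as reduced cAMP-driven luciferase luminescence after 24 h compound treatment. The cells were HEK293 clones expressing constitutively active human GLP-1R with the reporter. Reporter-only and GPR119 cell lines served as counterscreen controls.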
aSyn rescue: rescues yeast growth from alpha-synuclein toxicity; Yeast expressing alpha-synuclein, growth rescue, BacTiter-Glo, 24 h; Potency, µM (highest dose often 46.1 µM), without a hit: top-dose growth rescue (activation), actives largely listed as activators; hit rate 0.14% among 370,000; further: potency means the concentration at half of the fitted maximal effect; % of control where 0% means no effect; nearly all actives have a fitted effect of over 65% in size
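Rescue of yeast growth: cells expressing toxic alpha-synuclein, induced in galactose at OD600 0.02, incubated with compound 24 h at 30 C. ATP luminescence quantified growth; inhibitors of toxicity appear as activators.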
pAkt inh: inhibitors of Akt phosphorylation | AID 651550 | activity change, % for hits at 50 µM | hit rate 0.32% among 360,000 | Neuro2A IGF-stimulated pAkt S473 HTRF, 20 min; stronger effect = lower value; in the data active means activity change below about -80%; inconclusive means mostly about -51% to -80%; further: on the % scale 0 is the no-effect control and ±100 the full control effect
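Neuro2A cells (4,500/well, DMEM with 0.5% FBS) were treated with compound at a single 50 µM final concentration, stimulated with 6 nM IGF for 20 min at 37 °C, and lysed. Phospho-Akt Ser473 was read by HTRF as 665/615 ratio ×10^4.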
PTHR1 agonist: activates the human parathyroid hormone receptor PTHR1; Q03431; HEK293 GP2 PTHR1 cells, GloSensor cAMP luminescence, 1 h; Potency, µM (titrated, usually from 115 µM), inactives show at the highest dose activation, actives largely listed as activators; hit rate 0.075% among 410,000; further: potency means the concentration at half of the fitted maximal effect; nearly all actives have a fitted effect of over 55% in size; some results filed as inactive show a strong effect at the top dose; inactives centre near -15; many of its hits are not listed in these tables
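HEK-293-derived GP2 cells expressing PTHR1 and a GloSensor cAMP reporter, 3,000/well, plated overnight, given luciferin plus IBMX (each 0.5 mM as added) for 1 h at 37 °C, then compound for 1 h at 37 °C. Luminescence was read after 15 min at room temperature.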
D3 antag: antagonists of human D3 dopamine receptor; D3R cells, DiscoveRx beta-arrestin luminescence, antagonist mode; stronger effect = lower value; AID 652054; max response, negative = inhibition, %; hit rate 2.5% among 360,000; in the data active means max response below about -50%; inconclusive means no clear call, values can overlap the other calls; further: on the % scale 0 is the no-effect control and ±100 the full control effect; mostly tested at two doses, the higher about 12 µM
Target sequence (P35462 whole entry, looked up): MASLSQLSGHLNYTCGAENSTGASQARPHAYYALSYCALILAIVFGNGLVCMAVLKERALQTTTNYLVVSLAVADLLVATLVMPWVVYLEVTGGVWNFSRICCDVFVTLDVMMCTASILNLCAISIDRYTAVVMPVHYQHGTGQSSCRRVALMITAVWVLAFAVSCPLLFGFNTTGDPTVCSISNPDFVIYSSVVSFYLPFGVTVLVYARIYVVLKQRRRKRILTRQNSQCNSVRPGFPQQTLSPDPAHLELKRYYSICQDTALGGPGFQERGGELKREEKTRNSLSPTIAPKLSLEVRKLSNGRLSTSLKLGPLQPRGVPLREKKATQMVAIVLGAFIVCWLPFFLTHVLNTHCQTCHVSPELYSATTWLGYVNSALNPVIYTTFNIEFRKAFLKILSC
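Cells plated overnight at 1500 cells/well, then exposed to library compounds with dopamine controls for 90 minutes at 37 degrees C. DiscoveRx reagent added for 30–60 minutes at room temperature; luminescence read, quantitative HTS format.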
TDP-43 yeast inh: rescues yeast growth from TDP-43 toxicity; TDP-43 expressing yeast growth rescue, BacTiter-Glo, 24 h; Potency, µM (doses to about 46.1 µM), without a hit: at the highest dose growth rescue (activation), most hits filed as activators; hit rate 1.8% among 410,000; AID 652104; further: potency means the concentration at half of the fitted maximal effect; % of control where 0% means no effect; nearly all actives have a fitted effect of over 50% in size
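Readout is BacTiter-Glo luminescence of cell growth, so inhibitors register as activators. TDP-43-expressing yeast at OD600=0.02 in galactose medium, after raffinose pregrowth to mid-log, were incubated with compound for 24 hr at 30 deg C.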
Abeta rescue: restores growth of yeast expressing A-beta42 peptide. AID 1347071. Potency, µM (series often up to 46.1 µM), for the others: top-dose growth rescue, actives largely listed as activators. hit rate 0.063% among 410,000. yeast expressing A-beta42, growth rescue, OD600, 48 h; response scale: 0% DMSO, 100% iron-clioquinol control; further: potency means the concentration at half of the fitted maximal effect; nearly all actives have a fitted effect of over 55% in size
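Growth rescue measured by 600 nm absorbance after 48 h yeast culture at 30 C with compound. Values normalized between DMSO and an equimolar ferric chloride plus clioquinol control.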
GLP-1R agonist: GLP-1 receptor (human) agonism; P43220; HEK293 GLP-1R CRE-luciferase, luminescence, 4-6 h; cells express a hypersensitive GLP-1R form; Potency, µM (titrated, usually from 45.6 µM), for the others: top-dose activation, usual class: activators; hit rate 0.007% among 380,000; further: potency means the concentration at half of the fitted maximal effect; % of control where 0% means no effect
Active calls of the source: *; i = inactive; ? = inconclusive; . = not tested or not shown; [ ] = another dose, or the depositor's remark. Unless noted, the call rests on the fitted dose curve; in most records, active means well fitted curve in the direction sought with a large enough effect; inconclusive means small, poorly fitted or top-dose-only effect, or another doubt; inactive means no such curve, though single readings can be large; an effect the other way counts as inactive or inconclusive. An excerpt; the hit share may differ from the screen's.

SMILES	FUS suppressor	GLP-1R inv ag	aSyn rescue	pAkt inh	PTHR1 agonist	D3 antag	TDP-43 yeast inh	Abeta rescue	GLP-1R agonist
COc1ccc(C(C(=O)NC2CCCC2)N(C(=O)c2ccco2)c2ccc(OC)c(OC)c2)cc1 (stereo unspecified)	10%	-13%	-1%	i	i	4	8%	19%	-4%
Cc1cc(Cl)c(S(N)(=O)=O)cc1OCC(=O)NC1CCCCC1	.	-13%	-1%	i	-10%	-8	7%	-9%	1%
CCOC(=O)c1[nH]c(C)c(C(=O)N(C)Cc2ccccc2)c1C	30%	0%	2%	i	20%[57.5 µM]	5	0%	-8%	-1%
CC(CCc1ccccc1)NC(=O)Cn1c(=O)nc(-c2ccccc2F)c2cc(Cl)ccc21 (stereo unspecified)	-6%	-14%	.	.	i	.	11%	-7%	.
C=CCn1c(=O)c2ccccc2n2c(SCc3cc(=O)n4ccsc4n3)nnc12	-4%	0%	-10%	i	i	47	11%	0%	-1%
COCCCNC(=O)C(=O)NCCCOC(C)C	3%	4%	-3%	i	i	20	-8%	4%	-10%
Cc1nc2cc(S(=O)(=O)N(C)C)ccc2n1-c1ccccc1	-28%	?	2%	i	i	1	11%	2%	-1%
O=C(c1cc(-c2ccccc2)nn1-c1ccccc1)N1CCN(S(=O)(=O)c2c(F)cccc2F)CC1	1%	?	-2%	i	-16%	0	22%	12%	-8%
CC1CN(S(=O)(=O)c2cccc(C(=O)OCc3cc(=O)oc4cc(O)ccc34)c2)CC(C)O1 (stereo unspecified)	45%	-16%	11%	i	-38%[inhibitor]	-56*	1%	8%	-1%
Cc1cccc(/C=C/C(=O)c2ccc([N+](=O)[O-])o2)c1	-20%	2%	-71%[inhibitor]	i	-94%[inhibitor]	-58*	-93%	-40%[inhibitor]	-6%

Not a retest: 9 of the compounds above.
SMILES	FUS suppressor	GLP-1R inv ag	aSyn rescue	pAkt inh	PTHR1 agonist	D3 antag	TDP-43 yeast inh	Abeta rescue	GLP-1R agonist
Cc1cc(Cl)c(S(N)(=O)=O)cc1OCC(=O)NC1CCCCC1	.	-13%	-1%	i	-10%	-8	7%	-9%	1%
CCOC(=O)c1[nH]c(C)c(C(=O)N(C)Cc2ccccc2)c1C	30%	0%	2%	i	20%[57.5 µM]	5	0%	-8%	-1%
CC(CCc1ccccc1)NC(=O)Cn1c(=O)nc(-c2ccccc2F)c2cc(Cl)ccc21 (stereo unspecified)	-6%	-14%	.	.	i	.	11%	-7%	.
C=CCn1c(=O)c2ccccc2n2c(SCc3cc(=O)n4ccsc4n3)nnc12	-4%	0%	-10%	i	i	47	11%	0%	-1%
COCCCNC(=O)C(=O)NCCCOC(C)C	3%	4%	-3%	i	i	20	-8%	4%	-10%
Cc1nc2cc(S(=O)(=O)N(C)C)ccc2n1-c1ccccc1	-28%	?	2%	i	i	1	11%	2%	-1%
O=C(c1cc(-c2ccccc2)nn1-c1ccccc1)N1CCN(S(=O)(=O)c2c(F)cccc2F)CC1	1%	?	-2%	i	-16%	0	22%	12%	-8%
CC1CN(S(=O)(=O)c2cccc(C(=O)OCc3cc(=O)oc4cc(O)ccc34)c2)CC(C)O1 (stereo unspecified)	45%	-16%	11%	i	-38%[inhibitor]	-56*	1%	8%	-1%
Cc1cccc(/C=C/C(=O)c2ccc([N+](=O)[O-])o2)c1	-20%	2%	-71%[inhibitor]	i	-94%[inhibitor]	-58*	-93%	-40%[inhibitor]	-6%

(continued)
SMILES	FUS suppressor	GLP-1R inv ag	aSyn rescue	pAkt inh	PTHR1 agonist	D3 antag	TDP-43 yeast inh	Abeta rescue	GLP-1R agonist
COc1ccc(C(=O)NC2=NCCS2)c(OC)c1	12%	-4%	0%	i	-76%[inhibitor]	5	24%	-1%	-6%
COc1cccc(-c2nnn(C/C(N)=N/O)n2)c1	.	14%	-4%	i	i	14	-4%	-2%	5%
N#Cc1c(-c2ccccc2)nc(-c2cccnc2)[nH]c1=O	14%	5%	0%	i	i	-11	4%	3%	-3%
Cc1ccc(NC(=O)CCC(=O)OCC(=O)c2ccc(Oc3ccc([N+](=O)[O-])cc3)cc2)cc1C	13%	0%	5%	i	-35%[inhibitor]	16	21%	12%	-4%
COc1ccc(C(=O)CC(=O)C(=O)Nc2ccc(OC)c(Cl)c2)cc1	21%	20%	8%	i	-12%	13	-12%	-4%	5%
COc1cc(/C=N/N=C(/C(=O)c2ccccc2)c2ccccc2)cc(OC)c1O	.	0%	4%	i	-12%	12	24%	-12%	17%
O=C1CN(C(=O)COC(=O)c2cccc(OCc3ccccc3)c2)c2ccccc2N1	10%	?	7%	i	-29%	-2	10%	12%	11%
O=C(c1cccc(S(=O)(=O)N2CCCCCC2)c1)N1CCN(c2ccccc2)CC1	37%	?	6%	i	-16%	4	19%	0%	-3%
CN(C)/C=C/C(=O)c1cccc(Oc2ncccn2)c1	6%	21%	15%	i	i	4	-4%[1.82 µM]	-6%	6%
COc1ccc(-c2cc3ccc(O)cc3oc2=O)cc1	0%	-17%	-3%	i	-41%	1	16%	.	-2%
O=C(N/C(=C/c1cccc(Br)c1)c1nc(=S)[nH][nH]1)c1ccccc1	?	?	-8%	i	-32%[inhibitor]	-9	18%	-8%	3%
S=C(NCc1ccco1)N1CCN(C(c2ccccc2)c2ccccc2)CC1	6%	?	8%	i	i	-9	-16%	0%	0%
CC1(C)N=C(N)N=C(N)N1c1ccc(OCC(=O)N2CCOCC2)c(Cl)c1	-23%	-20%	-1%	i	i	6	14%	10%	-1%
COc1ccc2cc(C#N)c(SCC(=O)N3CC(=O)Nc4ccccc43)nc2c1	-1%	-15%	-3%	i	23%	0	4%	6%	-3%
C/C(CCc1ccc2c(c1)OCO2)=N\N=C1\NC(=O)CC(C(=O)Nc2ccc(Cl)cc2)S1 (stereo unspecified)	9%	0%	3%	i	i	-17	-12%	2%	-7%
COc1cccc(-n2cnc3cccc(N)c32)c1	46%	0%	-4%	i	i	-25	-28%	-6%	5%
COc1cccc(C2CC(=O)Nc3cc(C)c(C)cc32)c1 (stereo unspecified)	-21%	?	?	i	-12%	4	7%	10%	-1%
C=CCn1c(SCc2ccc(C(=O)Nc3ccccc3)cc2)nnc1-c1ccccc1	17%	0%	2%	.	29%[57.5 µM]	-19	-25%	1%	-8%
N=c1sccn1CC(=O)Nc1ccc(S(N)(=O)=O)cc1	31%	15%	7%	i	i	1	-37%[inhibitor]	?	-5%
Cc1ccccc1-c1nnc(SCc2ccccc2F)o1	15%	0%	4%	i	-79%[inhibitor][57.5 µM]	8	25%	29%	2%
Cc1c(C(c2ccc(Br)cc2)c2c(C)n(C)n(-c3ccccc3)c2=O)c(=O)n(-c2ccccc2)n1C	16%	6%	-3%	i	i	-23	-19%	-12%	4%
CCCn1c(SCC(=O)Nc2ccc(OC)cc2[N+](=O)[O-])n[nH]c1=O	-1%	6%[0.307 µM]	1%	i	i	0	2%	11%	2%
COc1ccc(Nc2nc(N)c3cc(OC)c(OC)cc3n2)cc1	8%	-12%	.	.	i	.	16%	-16%	.
COC(C/C=C/[C@@H](O)[C@H](C)OCc1ccccc1)OC	7%	20%	1%	i	-17%	-3	12%	-21%	-1%
CC(Oc1ccc(F)cc1)C(=O)N1CCC(c2nc3ccccc3s2)CC1 (stereo unspecified)	38%	?	.	.	-19%	.	?	11%	.
CC(=O)Nc1ccc(OCCOc2ccc([N+](=O)[O-])cc2)cc1	-14%	-2%	-4%	i	-1%	-18	11%	2%	-5%
COc1ccc(-n2c(=O)c3c4c(sc3n(Cc3cc(=O)n5c(C)cccc5n3)c2=O)CCC4)c(OC)c1	?	-5%	.	.	?	.	12%	3%	5%
CN(C)CCCN(C(=O)c1cccs1)c1nc2cc3c(cc2s1)OCO3	10%	?	4%	i	i	-18	-11%	-15%	4%
COc1ccccc1C(=O)NC1(C(F)(F)F)NC(=O)N(CCc2ccccc2)C1=O (stereo unspecified)	9%	-26%	.	.	-7%	.	18%	-8%	-1%
COc1ccc(C(=O)NC2CCSC2=O)cc1 (stereo unspecified)	?	9%	4%	.	?	11	-13%	-11%	1%
CCOc1ccc(-c2c(C(=O)N/N=C/c3ccc(OC)cc3)nnn2-c2nonc2N)cc1	20%	-24%	0%	i	i	37	1%	-5%	7%
CSc1ncnc2c1ncn2CCCNCc1ccc(C)o1	-21%	19%	-4%	i	-9%	11	0%	8%	14%
OC(c1ccc(Cl)cc1)c1ncc(-c2ccc(Oc3ccccc3)cc2)[nH]1 (stereo unspecified)	?	?	-1%	i	-20%	-4	20µM*	-72%[inhibitor]	-5%
COc1ccc(Cl)cc1NC(=O)C(C)Sc1n[nH]c(N)n1 (stereo unspecified)	-17%	21%	-1%	i	i	11	8%	5%	-5%
O=S(=O)(NCC(c1cccnc1)N1CCN(c2ccc(F)cc2)CC1)c1cc(F)ccc1F (stereo unspecified)	28%	-7%	15%	.	-4%[57.5 µM]	15	-7%	4%	-4%
COc1ccc(NC(=O)C2(C)Cc3c(-c4ccc(C(N)=O)cc4)ccnc3O2)cc1OC (stereo unspecified)	9%	32%[activator]	-1%	i	i	14	?	-7%	17%
